# BLM inh: inhibitors of human Bloom syndrome helicase BLM. hit rate 0.2% among 350,000. recombinant BLM DNA unwinding, fluorescence dequenching. Potency, µM (highest dose often 56.1 µM), inactives show at the top dose activity change, negative = inhibition, hits mostly inhibitors. AID 2528;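 further: plate controls were vehicle for no effect and no enzyme for full effect; nearly all actives have a fitted effect of over 35% in size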
# Pin1 inh: blocks the human prolyl isomerase Pin1. Pin1 FP peptide displacement, HiFluor488, 10 min. Potency, µM (highest dose often 115 µM), for inactives: at the highest dose activity, negative = inhibition, usual class: inhibitors. hit rate 0.009% among 390,000. AID 504891; active means well fitted inhibition curve with a large enough effect in the polarisation, with a control signal flat, not every such curve was filed as active; inconclusive means small, poorly fitted or top-dose-only effect, or effect the other way, or a change in a side signal; inactive means no such curve, though single readings can be large or run the other way; the % refers to the polarisation; further: on the % scale 0 is the no-effect control and ±100 the full control effect
# Target sequence (Q13526 whole entry, looked up): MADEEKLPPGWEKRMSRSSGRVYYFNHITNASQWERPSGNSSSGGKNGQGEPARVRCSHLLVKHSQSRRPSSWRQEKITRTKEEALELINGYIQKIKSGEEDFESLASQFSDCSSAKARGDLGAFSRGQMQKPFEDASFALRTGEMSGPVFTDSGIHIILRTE
# JMJD2A Tudor: inhibitors of human JMJD2A Tudor domain | O75164 | AlphaScreen JMJD2A-Tudor / H3K4me3 peptide binding | Potency, µM (series often up to 114 µM), for inactives: at the top dose activity change, negative = inhibition, actives largely listed as inhibitors | hit rate 4.4% among 390,000 | AID 504339; further: on the % scale 0 is the no-effect control and ±100 the full control effect; nearly all actives have a fitted effect of over 50% in size
# PGK inhibitor: T. brucei PGK inhibition | PGK/GAPDH coupled, Kinase-Glo luminescence, 60 min | AID 602233 | hit rate 0.043% among 380,000 | P07378 | Potency, µM (series often up to 57.5 µM), without a hit: top-dose activity change, negative = inhibition, most hits filed as inhibitors; further: on the % scale 0 is the no-effect control and ±100 the full control effect; nearly all actives have a fitted effect of over 60% in size
# Target sequence (P07378 whole entry, looked up): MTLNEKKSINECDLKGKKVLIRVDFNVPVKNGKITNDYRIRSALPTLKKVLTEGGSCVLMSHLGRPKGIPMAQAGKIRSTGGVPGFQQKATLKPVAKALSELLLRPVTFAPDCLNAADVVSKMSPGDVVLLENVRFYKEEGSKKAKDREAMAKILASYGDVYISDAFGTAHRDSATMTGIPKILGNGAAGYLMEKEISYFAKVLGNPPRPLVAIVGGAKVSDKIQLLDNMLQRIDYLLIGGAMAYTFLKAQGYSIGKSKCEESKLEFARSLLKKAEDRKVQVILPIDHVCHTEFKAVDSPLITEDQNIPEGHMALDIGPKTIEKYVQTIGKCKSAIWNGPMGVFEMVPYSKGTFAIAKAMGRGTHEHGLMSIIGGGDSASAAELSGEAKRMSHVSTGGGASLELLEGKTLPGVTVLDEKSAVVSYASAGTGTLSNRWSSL
#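 Luminescent ATP detection (Kinase-Glo Plus) follows a 60-minute room-temperature incubation, with wells lacking PGK as controls. Buffer: 100 mM TEA (pH 7.6), 5 mM MgCl2, 0.01% Tween-20. Coupling enzyme GAPDH (100 nM final) supplies unstable 1,3-BPG in-well.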
# HP1b chromo inh: inhibitors of HP1-beta chromodomain binding to methylated histone tails; P83916; Potency, µM (highest dose often 114 µM), without a hit: at the highest dose activity change, negative = inhibition, actives largely listed as inhibitors; AlphaScreen HP1-beta / biotin-H3K9me3 peptide binding; hit rate 0.56% among 390,000; further: nearly all actives have a fitted effect of over 70% in size; inactives centre near 23
# Target sequence (P83916 whole entry, looked up): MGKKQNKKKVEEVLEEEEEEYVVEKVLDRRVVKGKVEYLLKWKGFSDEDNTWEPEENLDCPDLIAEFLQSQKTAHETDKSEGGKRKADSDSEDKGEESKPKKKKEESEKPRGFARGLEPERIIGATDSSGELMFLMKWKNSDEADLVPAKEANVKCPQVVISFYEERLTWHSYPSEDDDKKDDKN
#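 HP1-beta protein (50 nM final) preincubated 30 min at room temperature with biotinylated H3(1-18)K9me3 peptide (50 nM) in PBS pH 7.4, 0.01% Tween-20, then compound added for 30 min. AlphaScreen streptavidin donor/nickel chelate acceptor beads (10 ug/mL final), 30 min dark, luminescence read.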
# POLI inh: DNA polymerase iota (human) inhibition; hit rate 1% among 390,000; AID 588590; Potency, µM (series often up to 115 µM), for the others: at the top dose activity, negative = inhibition, actives largely listed as inhibitors; Pol iota fluorescent replication assay, 10 min
#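 Pol iota at 10 nM preincubated 15 min with compounds at room temperature; reaction started with fluorescent substrate, 50 nM final. Fluorescence read kinetically at 0 and 10 min; buffer-only wells as negative control.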
# GLS inhibitor: inhibitors of human glutaminase (GLS). O94925. GLS enzymatic activity, qHTS titration. Potency, µM (top dose mostly 45.5 µM), for inactives: top-dose activity change, negative = inhibition, most hits filed as inhibitors. hit rate 0.21% among 410,000; further: on the % scale 0 is the no-effect control and ±100 the full control effect
#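 Coupled fluorescence readout: glutamate oxidase/HRP/Amplex Red detect glutamate formed by hKGA from L-glutamine (1 mM solution added). Buffer 45 mM KH2PO4 pH 8.2, 0.02% Tween-20; reads at t0 and 30 min RT.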
# BAZ2B block: BAZ2B (human) inhibition. Q9UIF8. AlphaScreen BAZ2B-H3K14Ac peptide displacement. Potency, µM (highest dose often 114 µM), without a hit: at the highest dose activity change, negative = inhibition, usual class: inhibitors. hit rate 4.4% among 360,000. AID 504333; further: on the % scale 0 is the no-effect control and ±100 the full control effect; nearly all actives have a fitted effect of over 60% in size
#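 Protein-peptide AlphaScreen: BAZ2B 50 nM, b-H3K14Ac 50 nM, 1x PBS pH 7.4 + 0.01% Tween-20. Preincubation 30 min RT; cpd 30 min RT (top 110 uM); beads 20 min RT, light-protected.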
# G9a block: G9a (human) methyltransferase inhibition. Q96KQ7. G9a H3K9 monomethylation, AlphaScreen, 2 h. Potency, µM (doses to about 102 µM), without a hit: at the highest dose activity, negative = inhibition, actives largely listed as inhibitors. hit rate 8.8% among 350,000. AID 504332; further: on the % scale 0 is the no-effect control and ±100 the full control effect; nearly all actives have a fitted effect of over 75% in size
# Target sequence (Q96KQ7 913-1193 limits assumed): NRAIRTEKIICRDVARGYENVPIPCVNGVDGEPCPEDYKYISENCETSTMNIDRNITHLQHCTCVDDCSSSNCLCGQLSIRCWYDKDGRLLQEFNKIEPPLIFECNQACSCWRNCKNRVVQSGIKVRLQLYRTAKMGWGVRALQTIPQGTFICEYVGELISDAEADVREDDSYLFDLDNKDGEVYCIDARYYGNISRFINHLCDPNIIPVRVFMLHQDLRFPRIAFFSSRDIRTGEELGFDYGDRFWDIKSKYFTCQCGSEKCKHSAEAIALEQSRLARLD
#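 Methyltransferase reactions run at room temperature for 2 h (20 nM enzyme, 500 nM biotin-H3K9 peptide, 20 uM SAM) after a 15 min compound preincubation; product detected by AlphaScreen beads and anti-H3K9me1 antibody.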
# The depositor's hits bear a star; i = inactive; u = inconclusive; x = not tested or not shown; & = joins results of further samples; [ ] = another dose, or the depositor's remark. Unless noted, the call rests on the fitted dose curve; in most records, active means well fitted curve in the direction sought with a large enough effect; inconclusive means small, poorly fitted or top-dose-only effect, or another doubt; inactive means no such curve, though single readings can be large; an effect the other way counts as inactive or inconclusive. Potency means the concentration at half of the fitted maximal effect. A portion of the library. The share of hits here may be higher or lower than overall.
SMILES,BLM inh,Pin1 inh,JMJD2A Tudor,PGK inhibitor,HP1b chromo inh,POLI inh,GLS inhibitor,BAZ2B block,G9a block
O=C(NCCc1ccccc1)c1cc2ncc(Br)cn2n1,-11.4%,u,-25.1%,-8.1%,30.6%,u,-28.8%,50.1µM*,-6.8%[12.7 µM]
CNC(=O)c1ccc(-c2ccc(F)cc2)s1,-1.2%,4.6%,4.9%,-6.2%,24.3%,1.3%,8.3%,7.1%,3.2%
CCOC(=O)C1CCCN(C(=O)C(C)(C)Oc2ccc(Cl)cc2)C1 (stereo unspecified),-4.4%,2.8%,16.2%,0.2%,40.8%[activator],76.5%[activator],-0.5%,-4.2%,x
FC(F)(F)Oc1ccc(NC(=S)NCCCN2CCOCC2)cc1,-4.5%,-1.8%,-13.7%,-4.3%,-1.4%,9.7%,0.7%,-19.3%,50.1µM*
CCCN(CCC)CCNC(=O)c1ccc2c(c1)NC(=O)C(CS(=O)(=O)Cc1cccc(Br)c1)N2 (stereo unspecified),3.1%,-2.6%,u,-2.0%,-19.5%,20.4%,-9.7%,u,25.1µM*
COc1ccccc1/C=C/C(=O)OCC(=O)Nc1c(C)nn(-c2ccccc2)c1C,x,2.9%,-15.2%,0.2%,34.1%,-5.5%,0.1%,10.7%,36.9%[12.7 µM]
Cc1cccc(Nc2nc(N)nc(CSc3nccc(C)n3)n2)c1,-1.7%,-3.6%,7.9%[57.1 µM],i,43.7%[activator],15.2%,-10.9%,-1.6%,5.5%[12.7 µM]
Cc1cc(-c2ccc(/C=N/n3cnnc3)o2)c([N+](=O)[O-])cc1C,0.1%,-3.9%,-22.3%,-1.9%,-19.0%,25.7%,-12.5%,u,50.1µM*
C=CCNC(=O)COc1coc(CN2CCN(Cc3ccccc3)CC2)cc1=O,-1.1%,-4.8%,u,6.0%,49.1%[activator],43.4%[activator],-2.2%,-0.8%,18.3%[0.501 µM]
COc1cc(SC#N)ccc1N=Cc1c(C)[nH]n(-c2ccc(C)cc2)c1=O,-0.5%,1.0%,-28.3%,7.3%,18.5%,77.2%[activator],6.0%,-1.6%,u
Cc1ccc(-c2noc(CCCN3C(=O)c4ccccc4C3=O)n2)cc1,-0.4%,-0.5%,18.9%,-4.4%,31.0%,0.0%,x,10.7%,-0.2%
Nc1c(-c2cccc(Cl)c2)cnn1-c1ccccc1,-3.4%,-3.8%,-31.1%,-6.1%,34.2%,48.0%[activator],-4.7%,0.4%,10.8%
CCc1n[nH]c(=S)n1/N=C/c1cc(OC)cc([N+](=O)[O-])c1O,-9.9%,u,5.01µM*,-23.2%,u,u,u,13.8%,7.94µM*
Cc1ccc(S(=O)(=O)N2CCOCC2)cc1C(=O)N1CC(C)CC(C)C1 (stereo unspecified),x,0.2%,-8.3%,i,9.5%[57 µM],-13.3%,-3.0%,x,x
CC1Cc2cc(S(=O)(=O)NCc3ccc(N(C)C)cc3)ccc2N1C(=O)C1CCC1 (stereo unspecified),-1.5%,7.4%,44.7µM*,-3.9%,-20.5%,-6.3%,-2.8%,35.5µM*,11.2µM*
O=C(NCc1ccccc1)C1=C[C@@H](C2CCCCC2)C[C@@H](OCc2ccc(CO)cc2)O1,-12.3%,u,-22.0%,2.1%,19.1%,-23.1%,4.3%,-15.0%,0.4%[59 µM]
CC1CN(C(=O)CN2C(=O)c3ccccc3C2=O)CC(C)O1 (stereo unspecified),-0.7%,-5.6%,5.5%,2.6%,2.7%,14.5%,10.9%,4.0%,9.1%[2.33 µM]
CCOC(=O)c1c(C)oc2ccc(NS(=O)(=O)c3ccc(C(=O)O)cc3)cc12,1.7%,-4.0%,-9.0%,-5.6%,4.8%,-5.4%,12.9%,u,x
Nc1cccn2c(-c3ccc(Cl)cc3)cnc12,-8.2%,u,-5.3%[11.4 µM],-6.4%,u,15.9%,-41.1%,50.1µM*,50.1µM*
COc1ccc(S(=O)(=O)N2CCOCC2)cc1C(=O)N1CCCCCC1,-5.0%,-3.4%,-5.9%,5.6%,14.7%,20.9%,-0.9%,-8.5%,44.0%
CSCCC(NS(=O)(=O)c1ccc(C)cc1)C(=O)N(C)CC(=O)Nc1ccccc1Br (stereo unspecified),x,3.3%,-20.5%,-8.1%,9.1%,18.5%,-2.4%,x,x
O=C(c1cc(-c2cccc(Cl)c2)on1)N1CCCCCC1,-5.2%,8.3%,39.7%[activator],-6.1%,65.3%[activator],31.5%[activator],-4.6%,25.6%,18.3%
CCN(CC)C(=O)C(=O)Nc1ccc(OCc2ccccc2)cc1,-4.8%,-1.3%,-6.9%,i,11.9%,59.3%[activator],7.4%,-4.2%,3.4%
CCN1C(=O)N[C@@H](CCc2ccccc2)[C@H](C(C)=O)[C@H]1C,0.4%[12.4 µM],-9.0%,-9.9%,-9.1%,20.5%,46.3%[activator],-1.0%,x,x
COc1ccccc1CN1CCC(n2nccc2NC(=O)CCc2ccccc2)CC1,-9.5%,1.4%,-25.6%,4.3%,50.6%[activator],35.7%[activator],-0.9%,-25.3%,20.3%
O=C(Cn1cccc1C(=O)c1ccccc1)NCCCN1CCOCC1,0.5%,0.1%,15.4%,-4.3%,57.0%,2.1%,-5.2%,-4.7%,12.7%[2.33 µM]
O=C(/C=C/c1ccc2c(c1)OCO2)NCC1CCCO1 (stereo unspecified),-6.0%,0.6%,-9.1%,i,3.3%,92.6%[activator],5.3%,-2.0%,7.4%
CCc1ncc(CN2CCC(C(=O)Nc3ccc(-n4nc(C)cc4C)cc3)CC2)cn1,-9.3%,9.1%,-5.3%,i,61.4%[activator],17.1%,2.9%,-4.6%,x
CCOC(=O)c1ccc(NC(=O)c2nc[nH]c2C(=O)N[C@@H](CCCCNC(=O)OC(C)(C)C)C(=O)OC(C)(C)C)cc1,-15.7%,-1.7%,-35.5%,-1.8%,17.4%,21.1%,0.6%,2.8%,0.5%[12.7 µM]
CCc1c(C(=O)N/N=C/c2ccc(OCc3ccc(F)cc3)c(OC)c2)nnn1-c1nonc1N,-6.6%,-0.6%,-9.6%,-4.6%,27.1%,-18.3%,-2.8%,0.9%,2.7%

# Look-ups from above:
# In PGK inhibitor, `CCN1C(=O)N[C@@H](CCc2ccccc2)[C@H](C(C)=O)[C@H]1C` has -9.1%
# In Pin1 inh, `COc1ccccc1CN1CCC(n2nccc2NC(=O)CCc2ccccc2)CC1` has 1.4%

# Continuation:
SMILES,BLM inh,Pin1 inh,JMJD2A Tudor,PGK inhibitor,HP1b chromo inh,POLI inh,GLS inhibitor,BAZ2B block,G9a block
CCN1CCN(C(=O)C2CCCN(S(=O)(=O)c3cccc4nsnc34)C2)CC1 (stereo unspecified),-2.2%,-6.4%,-7.6%,-7.2%,38.1%[activator],u,14.0%,-2.4%,x
CN(c1ccc(C(=O)N2CCCCC2)cc1)S(C)(=O)=O,2.0%,u,-14.7%,x,8.2%,u,-3.4%,3.3%,0.3%[59 µM]
CC1(C)S[C@@H]2[C@H](NC(=O)C(C(=O)O)c3ccccc3)C(=O)N2[C@H]1C(=O)O (stereo partly specified),-3.5%,2.0%,0.7%,-7.6%,41.1%[activator],u,-26.8%,4.8%,u
COc1cc(C(=O)NC2CCN(Cc3ccccc3)CC2)cc(Cl)c1OC,0.4%,-1.1%,-20.5%,x,32.3%,-10.4%,-5.5%,8.8%,-2.1%[2.33 µM]
O=C(Oc1coc(CSc2ncccn2)cc1=O)c1ccco1,-3.0%,-0.4%,-8.4%,-9.5%,42.9%[activator],5.5%,1.5%,x,-6.8%
COc1ccccc1NC(=O)Nc1nnc(CC(=O)Nc2ccccc2C)s1,-5.4%,11.7%,-9.9%,-2.0%,23.7%,-20.1%,-8.3%,-18.2%,4.9%
O=C(Nc1nnc(C2CC2)s1)c1ccc(S(=O)(=O)c2ccccc2)cc1,0.4%,3.1%,-5.2%,-9.4%,30.7%[activator],0.3%,-6.4%,-1.2%,1.4%
CCOCCCNC(=O)C(c1ccc(OC)cc1)N(Cc1cccs1)C(=O)CNC(C)=O (stereo unspecified),2.8%&-0.6%,-10.9%&1.6%,-2.6%&-17.1%,2.7%,8.6%&29.4%,107.4%&8.6%[activator],-4.0%&-1.3%,-9.0%&4.2%,-0.1%
Cc1ccnc(NC(NC(=O)C(C)C)(C(F)(F)F)C(F)(F)F)c1,2.9%,-5.7%,-4.8%,i,19.7%,2.6%,-5.1%,3.1%,11.9%
O=C(NCC(=O)N1CCN(c2ccccc2O)CC1)c1ccc2ccccc2c1,-5.0%,u,-18.2%,0.2%,8.9%,89.1µM*,2.4%,-10.1%,x
Cc1ccc(N(C(=O)c2ccc3c(c2)OCO3)C2C=CS(=O)(=O)C2)cc1C (stereo unspecified),0.9%,-12.4%,-2.8%,-6.7%,18.0%,-1.7%,2.7%,-34.4%,37.0%[activator]
O=C(CCOc1ccccc1)N1CCN(c2ccc(O)cc2)CC1,0.3%,2.6%,u,-0.4%,u,41.7%[activator],11.2µM*,u,u
CCOC(=O)C1CCCN(C(=O)c2ccc3c(c2)OCO3)C1 (stereo unspecified),3.4%,0.2%,0.8%[57.1 µM],6.6%,39.1%[activator],8.7%,1.9%,-3.1%,14.4%[59 µM]
COc1ccc(NC(=O)C(Br)C(C)C)cc1 (stereo unspecified),-1.1%,-8.1%,-26.6%,-0.6%,11.8%,39.1%[activator],-2.8%,7.1%,u
Cc1ccc(NC(=O)CN2CCN(Cc3ccccc3)CC2)cc1Cl,x,0.0%,-11.8%,i,23.9%,52.8%[activator],-6.2%,x,x
CCOC(=O)c1ccc(NC(=O)c2ccc3c(c2)OCO3)cc1,-1.1%,-6.4%,u,0.9%,u,13.5%,5.6%,2.4%,-6.6%[59 µM]
CC(=O)Nc1ccc(NC(=O)Cn2c(=O)n(-c3ccc(F)cc3)c(=O)c3oc4ccccc4c32)cc1,-8.8%,31.6%[activator],-0.3%,-4.9%,20.5%,u,4.3%,-12.9%,2.2%
COc1cccc(NC(=O)CSc2nnc(-c3ccc(C)cc3)o2)c1,-2.4%,2.4%,-6.4%,i,49.4%[activator],-11.1%,-11.6%,1.1%,4.6%
